CHRM4 antagonist = human M4 muscarinic receptor antagonists, primary screen, CHO cells, Fluo-8 calcium fluorescence. inhibition, % at 3 µM. CHO-hM4 cells, ACh EC80. 360,000 compounds, 0.73% hits;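 active = inhibition above its plate's cutoff, the mean inhibition of sample wells plus 3 SD, cut at about 27% in these data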;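 note: 0% = acetylcholine EC80 with DMSO and 100% = DMSO without agonist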
Target sequence (P08173 whole entry, looked up): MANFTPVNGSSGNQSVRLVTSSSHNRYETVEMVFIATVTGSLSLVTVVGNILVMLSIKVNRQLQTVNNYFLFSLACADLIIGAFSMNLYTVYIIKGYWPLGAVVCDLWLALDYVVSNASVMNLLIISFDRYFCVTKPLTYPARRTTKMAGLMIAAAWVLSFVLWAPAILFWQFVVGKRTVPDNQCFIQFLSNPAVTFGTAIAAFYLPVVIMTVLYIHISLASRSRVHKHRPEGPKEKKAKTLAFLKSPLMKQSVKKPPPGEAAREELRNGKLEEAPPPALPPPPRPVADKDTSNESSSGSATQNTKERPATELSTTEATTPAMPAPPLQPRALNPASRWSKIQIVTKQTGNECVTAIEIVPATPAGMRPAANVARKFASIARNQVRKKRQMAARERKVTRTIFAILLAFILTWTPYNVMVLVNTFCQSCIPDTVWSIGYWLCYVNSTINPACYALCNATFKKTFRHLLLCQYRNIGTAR
CHRM1 PAM = human M1 muscarinic receptor positive allosteric modulators, primary screen, CHO-K1 cells, Fluo-8 calcium fluorescence, 1536-well. Muscarinic acetylcholine receptor M1 (Homo sapiens), P11229. CHO-K1 hM1, ACh EC20; 0% = ACh EC20, 100% = maximal ACh. activation, % at 3 µM. 360,000 compounds, 0.088% hits; in the data active = activation above about 19%, passing the limit was not always enough
CHRM1 antagonist = human M1 muscarinic receptor antagonists, primary screen, CHO-K1 cells, Fluo-8 calcium fluorescence, 1536-well; CHO-K1 hM1, ACh EC80 antagonist; inhibition, % at 3 µM; 360,000 compounds, 1.3% hits; AID 588852, 2011;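 active = percent inhibition above its own plate's cutoff, namely the mean of that plate's compound wells plus 3 SD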;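 note: peak over basal fluorescence ratio during 140 s after agonist addition; 0% = ACh EC80 plus DMSO and 100% = DMSO alone without agonist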
CHRM5 PAM = human M5 muscarinic receptor positive allosteric modulators, primary screen, CHO-K1 cells, Fluo-8 calcium fluorescence; Muscarinic acetylcholine receptor M5 (Homo sapiens), P08912; CHO-K1 hM5, ACh EC20 PAM; 0% = ACh EC20, 100% = ACh EC100; activation, % at 3 µM; 360,000 compounds, 0.3% hits; AID 624038, 2012;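 active = activation above the run cutoff, the mean activation of all test compounds plus 3 SD, cut at about 18% in these data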
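system = human M5 receptor in CHO-K1 cells | compound = one concentration, 3 µM final (nominal) | schedule = Post-acetylcholine fluorescence recording 140 s | signal = Fluo-8 calcium dye fluorescence, kinetic read | benchmarks = low control EC20 acetylcholine (0%), high control EC100 acetylcholine (100%) | repeats = singlicate, one well per test compound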
CHRM4 agonist = human M4 muscarinic receptor agonists, primary screen, CHO-K1 cells, Fluo-8 calcium fluorescence. Muscarinic acetylcholine receptor M4 (Homo sapiens), P08173. CHO-K1 hM4/Gqi5; vehicle 0%, full acetylcholine response 100%. activation, % at 3 µM. 360,000 compounds, 0.14% hits. AID 624127, 2012;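 active = activation above the run mean over all test wells plus 3 SD, cut at about 32% in these data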;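 note: peak over basal fluorescence ratio per well then scaled between controls; 0% = DMSO wells and 100% = acetylcholine at EC100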
TAAR1 ag = human TAAR1 agonists, primary screen, Fluo-8 calcium fluorescence, CHO RD-HGA16 cells | vehicle wells 0%, saturating PEA agonist 100% | activation, % at 3 µM | 360,000 compounds, 0.99% hits;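 active = activation above the mean activation of all test compounds in the run plus 3 SD, cut at about 38% in these data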
Target sequence (Q96RJ0 whole entry, looked up): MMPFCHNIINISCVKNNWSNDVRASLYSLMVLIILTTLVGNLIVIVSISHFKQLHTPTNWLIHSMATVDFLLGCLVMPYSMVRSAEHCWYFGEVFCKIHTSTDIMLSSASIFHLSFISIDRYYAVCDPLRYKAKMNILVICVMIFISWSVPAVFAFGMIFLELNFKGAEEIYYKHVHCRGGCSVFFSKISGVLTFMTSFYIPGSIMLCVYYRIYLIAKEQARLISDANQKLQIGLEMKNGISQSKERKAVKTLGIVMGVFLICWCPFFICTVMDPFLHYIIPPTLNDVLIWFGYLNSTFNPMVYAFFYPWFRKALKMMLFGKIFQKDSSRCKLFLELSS
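Test system: RD-HGA16 (CHO) cells co-expressing Gα16 and hTAAR1; dosing: one-point dosing at 3 µM (nominal); timing: 17-24 h seeding, 75 min 37 °C dye, 30 min RT; signal: kinetic Fluo-8 calcium fluorescence; read-out basis: % activation relative to PEA EC100 response; controls: DMSO and PEA EC100; replicates: n 1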
M5 antag = human M5 muscarinic receptor antagonists, primary screen, CHO cells, Fluo-8 calcium fluorescence | CHO-hM5 cells, ACh EC80 | inhibition, % at 3 µM | 360,000 compounds, 0.59% hits;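 active = inhibition above a per-plate cutoff, the mean of that plate's test compounds plus 3 SD, cut at about 27% in these data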;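 note: 0% = acetylcholine EC80 with DMSO and 100% = DMSO without agonist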
M5 ag = human M5 muscarinic receptor agonists, primary screen, CHO-K1 cells, Fluo-8 calcium fluorescence; activation, % at 3 µM; AID 624037, 2012; CHO-K1 hM5 cells; 0% DMSO wells, 100% maximal acetylcholine response; 360,000 compounds, 0.19% hits; Muscarinic acetylcholine receptor M5 (Homo sapiens), P08912;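 active = activation above the run's mean over test compounds plus 3 SD, cut at about 23% in these data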;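 note: signal is peak over basal fluorescence ratio across the kinetic read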
CHRM1 agonist = human M1 muscarinic receptor agonists, primary screen, Fluo-8 calcium fluorescence, CHO-K1 cells, HTS | activation, % at 3 µM | CHO-K1 hM1, agonist mode; 0% DMSO, 100% acetylcholine EC100 | 360,000 compounds, 0.33% hits;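 active = activation above the run's mean compound activation plus 3 SD, cut at about 16% in these data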;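 note: peak over basal fluorescence ratio within a 140 s kinetic read after compound addition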
An asterisk follows results filed as active; · = no result given. Some of the compounds tested, so the mix of outcomes need not match the whole.

SMILES	CHRM4 antagonist	CHRM1 PAM	CHRM1 antagonist	CHRM5 PAM	CHRM4 agonist	TAAR1 ag	M5 antag	M5 ag	CHRM1 agonist
Cc1cccnc1NCC(O)COc1ccccc1 (stereo unspecified)	-4	8	-3	1	0	7	-2	-5	-5
COc1cc(NC(=S)NCCN2CCOCC2)cc(OC)c1	-9	-3	7	6	0	5	-2	-1	-2
CC(=O)N1CC(C)Sc2ccc(S(=O)(=O)NCc3ccc(F)cc3)cc21 (stereo unspecified)	5	-7	5	-4	12	13	9	3	2
O=S(=O)(c1ccccc1)[C@@]1(c2ccc(Br)cc2)C[C@@H]2ON=C(c3cccc(Br)c3)[C@@H]2C1	12	-9	16	-2	-1	0	6	-2	-2
CSc1cccc(NC(=O)C2CCN(S(=O)(=O)c3ccc(F)cc3)CC2)c1	-3	-4	-1	-10	14	18	13	2	-1
CCN(CC)CCCNC(=O)CNC(=O)c1nn(-c2ccc(OC)cc2)c(=O)c2ccccc12	12	-13	45*	-1	1	5	6	-9	-4
COc1ccc2ccccc2c1/C=N/NC(=O)c1sc(N)c(C#N)c1C	-6	-5	0	-12	15	20	3	3	4
C[C@@H]1CN([C@@H](C)CO)C(=O)CCCn2nncc2CO[C@@H]1CN(C)C(=O)C1CCCCC1	-5	13	-16	3	2	5	-4	1	-2
O=C(OCc1ccccc1)N1CCOCCOCCN(C(=O)OCc2ccccc2)CCOCCOCC1	0	12	-7	-7	13	-1	16	2	9
Cc1ccc(-c2nc(CS(=O)(=O)CC(=O)NCCN3CCCC3)c(C)o2)cc1	-9	3	-5	8	-1	-2	-5	-2	-4
Cc1ccc2cc(CN(C(=O)c3ccncc3)C(C)C)c(=O)[nH]c2c1	-2	9	-11	7	1	-3	0	4	0
CCOC(=O)C1CCCN(S(=O)(=O)c2cccs2)C1 (stereo unspecified)	-7	11	-13	2	1	6	-9	2	6
Cc1ccc(S(=O)(=O)Nc2cccc(C(=O)NCC(C)(C)N3CCOCC3)c2)cc1F	-10	4	-19	0	2	2	3	2	-3
CCN(C(=O)CSc1nc2ccccc2c(=O)n1-c1cccc(C)c1)C1CCS(=O)(=O)C1 (stereo unspecified)	-3	-2	14	4	1	2	7	5	-6
O=C(N/N=C/c1ccco1)c1ccc(N2CCCC2=O)cc1	9	9	-6	7	1	2	-6	-1	-6
Cn1cnc(S(=O)(=O)NCc2ccc(Br)cc2)c1	-3	7	-4	1	0	9	3	-4	-3
COC(=O)CSc1nc(N)c(C#N)c(-c2ccc(O)cc2)c1C#N	14	-2	-1	-11	8	3	17	-1	-2
CCCCCn1nc(C(=O)OCc2nc(N)nc(Nc3ccccc3)n2)c2ccccc2c1=O	-7	5	1	0	-1	6	15	2	-1
CC(C)(C)SCCNC(=O)CN(c1ccc(F)cc1)S(=O)(=O)c1ccccc1	-8	0	-2	-13	5	4	-2	-4	-8
Cc1c(C)n(Cc2ccccc2)c2ncnc(N)c12	-8	7	-6	1	4	4	-2	-3	3
O=C(Nc1cccnc1)c1ccc2snnc2c1	12	-4	10	-3	0	11	3	0	-2
C#CCOc1ccc(Cl)cc1/C=C1/C(=O)ON=C1C	-15	2	-12	5	3	-1	-2	-7	-4
Cc1ccsc1C(=O)N(c1nc2ccccc2s1)c1c(C)cccc1C	-1	7	-6	1	-1	5	-9	0	-3
COc1ccc(CC2(CO)CCN(Cc3ccc(OC(F)(F)F)cc3)CC2)cc1	8	-10	10	-5	7	10	8	-6	-6

2 compounds picked at random from those above:
SMILES	CHRM4 antagonist	CHRM1 PAM	CHRM1 antagonist	CHRM5 PAM	CHRM4 agonist	TAAR1 ag	M5 antag	M5 ag	CHRM1 agonist
Cc1c(C)n(Cc2ccccc2)c2ncnc(N)c12	-8	7	-6	1	4	4	-2	-3	3
O=C(N/N=C/c1ccco1)c1ccc(N2CCCC2=O)cc1	9	9	-6	7	1	2	-6	-1	-6

More results follow.
SMILES	CHRM4 antagonist	CHRM1 PAM	CHRM1 antagonist	CHRM5 PAM	CHRM4 agonist	TAAR1 ag	M5 antag	M5 ag	CHRM1 agonist
O=C(NC1CCCCC1)C1c2ccccc2OCC(=O)N1CCc1c[nH]c2ccccc12 (stereo unspecified)	3	·	·	8	1	5	-9	5	·
CCOc1ccc(/C=C/C(=O)OCC(=O)c2ccccc2OC)cc1OC	-12	7	-2	1	-1	·	-7	1	0
O=C(CN1CCOCC1)c1c[nH]c2ccccc12	1	11	-9	6	1	6	7	-6	-3
CCCCC[C@H](C)N1C[C@H](COCc2ccccc2)Oc2cc(N3CC[C@H](O)C3)ccc2S1(=O)=O	-1	·	·	-2	0	3	-3	2	·
O=C(Cc1ccc(S(=O)(=O)N2CCOCC2)s1)N1CCN(S(=O)(=O)c2cccc(Cl)c2)CC1	-11	1	-9	1	6	8	-10	-2	-5
Cc1ccc(Cn2ccc(NC(=O)c3cc4nc(-c5ccco5)cc(C(F)(F)F)n4n3)n2)cc1	-3	4	-1	-2	0	5	-1	-7	-2
O=C(NCc1ccccc1)N(Cc1cc2cc3c(cc2[nH]c1=O)OCCO3)CC1CCCO1 (stereo unspecified)	3	6	-14	-2	2	3	5	-2	-5
O=C(CCn1cccc1)NCc1ccc(Cl)cc1	5	4	-5	4	1	-2	-6	-3	-3
CCCNC1=CC(=O)CC(C)(C)C1	6	-5	2	4	2	0	-4	-1	-2
O=S(=O)(c1ccccc1)c1ccc(C(F)(F)F)cn1	5	12	-8	2	0	0	-5	-6	-14
O=C(Nc1ccc(F)cc1)NC1CCN(Cc2ccccc2)CC1	-4	9	-13	-4	3	17	0	-7	-10
Nc1cc(=O)[nH]c(=O)n1CCCc1ccccc1	-3	7	-9	6	1	-1	-10	0	-5
CCn1c(SCC(=O)N2CCCC(C)C2)nnc1-c1ccco1 (stereo unspecified)	-4	13	-11	5	2	-1	7	-2	-3
Cc1cc(C(N)=O)c2ccccc2n1	4	8	-10	13	2	6	-5	2	-5
Cc1cc(NC(=O)C(C)SCC(=O)OCC(=O)N(C)c2ccccc2)no1 (stereo unspecified)	5	4	-17	0	0	0	8	0	-1
Cc1ccc(C)c(C(=O)COC(=O)c2cccc(N3C(=O)c4c(C)nc5ccccc5c4C3=O)c2)c1	7	0	0	0	1	0	2	-1	-5
CCc1cc2cc3c(cc2nc1SCC(=O)Nc1c[nH]c(=O)[nH]c1=O)OCO3	8	8	-11	-1	1	-1	15	-1	-1
CCOc1ccc(N=Cc2ccc3ccccc3c2)cc1	0	5	-3	4	1	3	8	1	-2
CCCC(C)NC(=O)CSCc1ccc(OC)cc1 (stereo unspecified)	2	11	5	2	-1	3	5	-2	-3
C=CCn1c(SCC(=O)Nc2ccc3c(c2)OCO3)nnc1-c1ccccc1	3	-2	-8	-2	3	1	-8	0	-2
COc1nc(C)cc(C)c1S(=O)(=O)c1ccccc1C	-4	4	-3	-7	0	0	6	-2	-6
COc1ccc(NC(=O)c2ccccc2NC(=O)c2ccccc2)cc1	-4	7	-7	-5	4	0	7	-2	-2
Cc1ccccc1NC(=O)Cn1c(=O)n(Cc2ccccc2)c(=O)c2c(C)c(C)sc21	-1	5	-8	-3	1	0	-4	0	-4
COc1cc(C(=O)NCCCNC(=O)c2cc(OC)c(OC)c(OC)c2)cc(OC)c1OC	0	-1	6	7	1	0	-15	5	0
CCN(CC)S(=O)(=O)c1ccc(C(=O)NCC(=O)NCCCc2ccccc2)cc1	1	3	-1	0	1	1	14	1	-3
COCCOC(=O)C1=C(C)Nc2cc(=O)[nH]c(=O)n2C1c1cccc([N+](=O)[O-])c1 (stereo unspecified)	-20	7	-7	3	1	1	-5	-3	-5
COc1cc(/C=N/Nc2ncc(C(F)(F)F)cc2Cl)cc(OC)c1O	2	-3	7	-5	-2	2	14	-2	-7
COc1ccc2c(c1)oc(=O)c1c3ccccc3[nH]c21	3	-3	1	-3	4	1	1	2	-5
CC1(C(=O)NS(=O)(=O)c2ccccc2)CCN1C(=O)c1cccc2ccccc12 (stereo unspecified)	-11	-1	1	-1	0	2	-7	2	-1
COc1ccc(NC(=O)C(c2ccnc3ccccc23)n2c(=O)c(-c3ccco3)nc3ccccc32)cc1 (stereo unspecified)	-6	·	·	10	1	-2	-4	5	·
COc1ccc(S(=O)(=O)N(C)c2ccc(C(=O)NC3CCCC3)cc2)cc1	7	-2	5	-1	1	2	10	-2	-8
O=S(=O)(/N=C(\c1ccccc1F)N1CCCCC1)c1ccccc1	9	9	-13	3	0	1	-5	2	-5
O=C(CSc1c[nH]c2ccccc12)N1CCCc2ccccc21	-19	-7	10	-6	11	-1	2	1	-6
CC(=O)c1ccc(S(=O)(=O)NCCc2cn3ccc(C)cc3n2)cc1	-2	1	-6	-4	1	0	11	-4	-6
CCN(CC)CCn1c(N)c(S(=O)(=O)c2ccccc2)c2nc3ccccc3nc21	1	-5	11	-3	0	2	12	-2	-4
NC(=S)N/N=C1\CC(c2ccc3c(c2)OCCO3)Oc2ccc(F)cc21 (stereo unspecified)	-3	-6	0	-8	4	3	5	-7	-5
CCOC(=O)N1CCN(C(=O)Cc2ccccc2OC)CC1	4	3	-9	-1	0	2	-2	2	-4
CC(C)NC(=O)c1c(CSc2ccc(Cl)cc2)noc1C(=O)NCc1ccccc1	-4	12	-9	-1	2	5	6	-4	-7
CN(CC(=O)Nc1ccc(F)cc1)C(=O)CSc1nccn1C	-10	7	-24	-1	1	2	2	5	-1
CCOC(=O)C1=C(C)Nc2ccccc2N=C1NC(=O)Cc1ccc(OC)cc1	-6	-3	10	-4	2	2	0	-1	-3
Cc1ccc(CNC(=O)c2ccc(N(C)C)cc2)cc1	-19	-1	2	-3	2	1	-1	-6	-4
O=C(C1=C[C@H](c2csc3ccccc23)C[C@H](OCCCCO)O1)N1CCN(Cc2ccccc2)CC1	2	0	11	-5	6	17	3	0	-6
CC1(C)CC(N2CCC(=O)N(C3CC(C)(C)NC(C)(C)C3)C2)CC(C)(C)N1	-4	-3	12	-2	1	2	-2	0	-2
Cc1cc2c(cc1C)N[C@]1(C[C@H]3CCCC(=O)N4CC[C@@H](C1)[C@@H]34)C(=NC(C)(C)CC(C)(C)C)N2	-3	4	-6	4	1	1	1	3	-8

Structures above containing a cyano group, in the order listed:
SMILES	CHRM4 antagonist	CHRM1 PAM	CHRM1 antagonist	CHRM5 PAM	CHRM4 agonist	TAAR1 ag	M5 antag	M5 ag	CHRM1 agonist
COc1ccc2ccccc2c1/C=N/NC(=O)c1sc(N)c(C#N)c1C	-6	-5	0	-12	15	20	3	3	4
COC(=O)CSc1nc(N)c(C#N)c(-c2ccc(O)cc2)c1C#N	14	-2	-1	-11	8	3	17	-1	-2

Screening results as filed in PubChem.
